Source: PubChem (National Center for Advancing Translational Sciences (NCATS))
Pol eta inh – qHTS for Inhibitors of Polymerase Eta; recombinant Pol eta, fluorescent DNA replication assay; DNA polymerase eta (Homo sapiens), Q9Y253; actives 1.2% (n = 390,000); Potency, µM (titrated, usually from 114 µM), for inactives: top-dose activity change, negative = inhibition, actives largely listed as inhibitors; AID 588591, 2011; also: potency is read from the fitted curve at half-maximal effect; % is scaled to controls: 0 for no effect and ±100 for the full control effect
Target sequence (Q9Y253 whole entry, looked up): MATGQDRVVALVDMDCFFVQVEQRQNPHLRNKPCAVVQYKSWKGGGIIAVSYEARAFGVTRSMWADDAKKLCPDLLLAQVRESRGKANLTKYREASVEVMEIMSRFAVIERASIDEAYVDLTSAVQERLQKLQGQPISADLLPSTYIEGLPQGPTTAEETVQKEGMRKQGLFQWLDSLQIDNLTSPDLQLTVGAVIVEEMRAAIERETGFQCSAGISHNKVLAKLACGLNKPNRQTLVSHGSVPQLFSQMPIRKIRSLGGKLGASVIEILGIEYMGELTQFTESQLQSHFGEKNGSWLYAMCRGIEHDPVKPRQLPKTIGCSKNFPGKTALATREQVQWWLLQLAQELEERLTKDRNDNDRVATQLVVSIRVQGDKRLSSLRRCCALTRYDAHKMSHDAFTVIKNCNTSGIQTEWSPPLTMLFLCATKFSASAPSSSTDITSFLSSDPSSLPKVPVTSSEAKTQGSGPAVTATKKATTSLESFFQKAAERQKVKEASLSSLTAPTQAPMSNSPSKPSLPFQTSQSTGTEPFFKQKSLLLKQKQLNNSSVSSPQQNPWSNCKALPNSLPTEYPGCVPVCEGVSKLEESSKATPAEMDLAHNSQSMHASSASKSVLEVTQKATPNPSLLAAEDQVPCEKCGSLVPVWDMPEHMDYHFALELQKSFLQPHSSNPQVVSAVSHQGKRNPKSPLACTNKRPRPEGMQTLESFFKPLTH
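Fluorescent replication assay: 50 nM final substrate added after a 15 min room-temperature compound preincubation with 10 nM enzyme. Signal taken at 0 min and again at 10 min.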
Tb PGK inh – qHTS Assay to Find Inhibitors of Phosphoglycerate Kinase; actives 0.043% (n = 380,000); AID 602233, 2012; PGK/GAPDH coupled, Kinase-Glo luminescence, 60 min; Phosphoglycerate kinase, glycosomal (Trypanosoma brucei brucei), P07378; Potency, µM (titrated, usually from 57.5 µM), without a hit: at the top dose activity change, negative = inhibition, hits mostly inhibitors; also: potency is read from the fitted curve at half-maximal effect; % is scaled to controls: 0 for no effect and ±100 for the full control effect; nearly all actives have a fitted effect of over 60% in size
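Recombinant glycosomal PGK reaction used 1,3-bisphosphoglycerate generated in-well by GAPDH (100nM final) in 100mM TEA pH 7.6, 5mM MgCl2, 0.01% Tween-20. After 60 minutes at room temperature, ATP was read by Kinase-Glo Plus luminescence end-point.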
BLM inh – qHTS Assay for Inhibitors of Bloom's syndrome helicase (BLM); RecQ-like DNA helicase BLM (Homo sapiens), P54132; recombinant BLM DNA unwinding, fluorescence dequenching; Potency, µM (top dose mostly 56.1 µM), inactives show at the highest dose activity change, negative = inhibition, actives largely listed as inhibitors; actives 0.2% (n = 350,000); AID 2528, 2010;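 also: potency is read from the fitted curve at half-maximal effect; plate controls were vehicle for no effect and no enzyme for full effect; nearly all actives have a fitted effect of over 35% in size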
POLI inh – qHTS for Inhibitors of Polymerase Iota. actives 1% (n = 390,000). AID 588590, 2011. Pol iota fluorescent replication assay, 10 min. DNA polymerase iota (Homo sapiens), Q9UNA4. Potency, µM (top dose mostly 115 µM), for the others: at the highest dose activity, negative = inhibition, usual class: inhibitors; also: potency is read from the fitted curve at half-maximal effect
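Pol iota at 10 nM preincubated 15 min with compounds at room temperature; reaction started with fluorescent substrate, 50 nM final. Fluorescence read kinetically at 0 and 10 min; buffer-only wells as negative control.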
APEX1 inh – qHTS Assay for Inhibitors of the Human Apurinic/apyrimidinic Endonuclease 1 (APE1); DNA repair nuclease/redox regulator APEX1 (Homo sapiens), P27695; recombinant APE1, TAMRA/BHQ-2 abasic DNA cleavage fluorescence; Potency, µM (highest dose often 65.8 µM), for the others: top-dose activity change, negative = inhibition, hits mostly inhibitors; actives 0.35% (n = 350,000); AID 2517, 2012;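 also: potency is read from the fitted curve at half-maximal effect; plate controls were vehicle for no effect and reference inhibitor for full effect; nearly all actives have a fitted effect of over 55% in size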
Target sequence (P27695 whole entry, looked up): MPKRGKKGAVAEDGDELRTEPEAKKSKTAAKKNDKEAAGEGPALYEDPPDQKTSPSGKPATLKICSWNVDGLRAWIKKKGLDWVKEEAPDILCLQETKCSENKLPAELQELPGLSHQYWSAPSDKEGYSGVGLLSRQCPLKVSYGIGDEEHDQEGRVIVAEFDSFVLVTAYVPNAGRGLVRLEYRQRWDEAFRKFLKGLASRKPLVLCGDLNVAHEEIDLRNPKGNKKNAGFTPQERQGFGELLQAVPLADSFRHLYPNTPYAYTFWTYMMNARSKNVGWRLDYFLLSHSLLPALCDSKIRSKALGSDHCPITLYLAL
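Activity was derived from the fluorescence gain between first and third kinetic reads (60 s intervals, ex 525/em 598 nm) after 50 nM THF-abasic TAMRA/BHQ-2 duplex was added to 0.75 nM APE1 preincubated 15 min with compound.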
Pol beta inh – qHTS Assay for Inhibitors of DNA Polymerase Beta; Pol beta primer extension/strand displacement, fluorescence kinetic; Potency, µM (series often up to 114 µM), for the others: at the top dose activity change, negative = inhibition, actives largely listed as inhibitors; actives 1.3% (n = 340,000); AID 485314, 2010; P06746; also: potency is read from the fitted curve at half-maximal effect; % is scaled to controls: 0 for no effect and ±100 for the full control effect
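Kinetic readout of DNA synthesis with strand displacement by Pol beta. Compound and 10 nM enzyme sit 15 min at room temperature; 50 nM substrate starts the reaction, read immediately and at 10 min.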
RXFP1 antag – qHTS Assay for Antagonists of the Relaxin Receptor RXFP1; Relaxin receptor 1 (Homo sapiens), Q9HBX9; HEK293-RXFP1, relaxin-stimulated cAMP HTRF, 30 min; active compounds read low; AID 1259400, 2018; activity change, negative = inhibition, % at 57.5 µM; actives 0.59% (n = 350,000);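 active = activity change of -60% or lower, but not beyond a set lower limit; inconclusive = change between -60% and -40%, or beyond the set limit; inactive = change above -40%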; also: % is scaled to controls: 0 for no effect and ±100 for the full control effect
Pol kappa inh – qHTS for Inhibitors of Polymerase Kappa; purified Pol kappa, fluorescent DNA synthesis assay, 10 min; Potency, µM (series often up to 107 µM), inactives show top-dose activity, negative = inhibition, actives largely listed as inhibitors; DNA polymerase kappa (Homo sapiens), Q9UBT6; actives 0.53% (n = 400,000); also: potency is read from the fitted curve at half-maximal effect; % is scaled to controls: 0 for no effect and ±100 for the full control effect
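Inhibition of 10 nM Pol kappa is measured by a fluorescent read-out at 0 and 10 min following addition of 50 nM substrate (final), with a 15-min room-temperature compound preincubation.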
Anesthetic bind – qHTS Assay for Identification of Novel General Anesthetics; apoferritin/1-aminoanthracene competitive binding, fluorescence; AID 485281, 2010; Ferritin light chain (Equus caballus), P02791; Potency, µM (titrated, usually from 77.5 µM), without a hit: at the top dose activity change, negative = displacement, actives largely listed as inhibitors; actives 0.074% (n = 350,000); also: potency is read from the fitted curve at half-maximal effect; % is scaled to controls: 0 for no effect and ±100 for the full control effect; nearly all actives have a fitted effect of over 20% in size
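Horse-spleen apoferritin (10 uM) in 50% saturated 1-aminoanthracene in PBS was incubated 10 min at room temperature with compound. Fluorescence (ex 380, em 535 nm) was normalized to free and bound 1-AMA, with concentration-response fitted by a four-parameter Hill equation.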
* = called active by the depositor; i = inactive; ? = inconclusive; / = no result given; [ ] = remark or other dose. Unless noted, calls follow the shape of the dose curve; as a rule, active = well fitted curve in the direction sought with a large enough effect; inconclusive = small, poorly fitted or top-dose-only effect, or another doubt; inactive = no such curve, though single readings can be large; an effect the other way counts as inactive or inconclusive. A portion of the library; the hit share may differ from the screen's.

(1) O=S(=O)(c1ccc(F)c(F)c1)N1CCN(Cc2ccc3c(c2)OCO3)CC1
(2) CCN(CC)S(=O)(=O)c1ccc(N2CCOCC2)c(NC(=O)Cc2ccccc2)c1
(3) Cc1ncc(CN2CCC(n3nccc3NC(=O)c3ccccc3)CC2)s1
(4) CC1(C)NC(=O)N(CC(O)CN(Cc2ccccc2)Cc2ccccc2)C1=O (stereo not given)
(5) O=C(O)CSc1nnc(-c2ccccc2)c(-c2ccccc2)n1
(6) O=C1c2ccc([N+](=O)[O-])cc2C(=O)N1c1ccc(Cl)cn1
(7) CC(C)(C)OC(=O)N1CCN(C(=O)c2[nH]cnc2C(=O)NCC(=O)OCc2ccccc2)CC1
(8) Cc1ccc(N2C(=O)N(Cc3ccccc3C)c3ccccc3S2(=O)=O)cc1
Assay by compound,1,2,3,4,5,6,7,8
Pol beta inh,25%,0%,4%,-2%,0%,0%,25%,82%
Pol eta inh,-11%,-5%,-21%,-19%,?,0%,-6%,-20%
Pol kappa inh,1%,3%,-6%,-12%,1%,0%,-5%,-5%
BLM inh,-5%,2%,-4%,-1%,-3%,-4%,-1%,-5%
RXFP1 antag,2,3,-1,-9,-11,1,/,-12
Anesthetic bind,-10%,-2%,3%,8%,-6%,-6%,-7%,-11%
Tb PGK inh,-6%,-8%,-1%,-7%,-11%,0%,1%,-9%
POLI inh,3%,25%,37%[activator],2%,?,?,2%,23%
APEX1 inh,0%,-3%,16%,-7%,-3%,0%,27%,-6%

(9) Cc1n[nH]c(C)c1S(=O)(=O)N1CCCC(C(=O)NCc2ccc(F)cc2)C1 (stereo not given)
(10) CC(=O)Nc1ccc(NC(=O)c2c(-c3ccccc3)noc2C)cc1
(11) Cc1ccc(NC(=O)CSc2nnc(CNC(=O)c3ccco3)n2C)cc1
(12) COc1ccccc1-c1nc(S(=O)(=O)c2ccc(Cl)cc2)c(N2CCCCCC2)o1
(13) O=c1c([N+](=O)[O-])c(N2CCCC2)c2ccccc2n1-c1ccccc1
(14) CC(Cc1cccs1)NC(=O)Nc1ccc(Cl)cc1 (stereo not given)
(15) Cc1sc(NC(=O)c2ccccc2)c(C(=O)NCCN(C)C)c1C
(16) O=C(Cc1ccon1)c1ccc(O)cc1O
Assay by compound,9,10,11,12,13,14,15,16
Pol beta inh,-9%,34%,/,?,3%,8%,27%,20%
Pol eta inh,-17%,-3%,-17%,/,-5%,-21%,0%,-14%
Pol kappa inh,-3%,-7%,-3%,-7%,-14%,?,-14%,-4%
BLM inh,-1%,-7%,/,-8%,-3%,-4%,-6%,-1%
RXFP1 antag,-3,/,-5,-2,-4,-2,1,-8
Anesthetic bind,-6%,-3%,/,139%[activator],-17%,-16%,-8%,-2%
Tb PGK inh,-10%,5%,-4%,/,-1%,-10%,-1%,-1%
POLI inh,37%[activator],-15%,20%,8%,-11%,58%[activator],-1%,-8%
APEX1 inh,0%,/,43%[activator],/,-2%,-1%,-1%,3%

Four compounds from above, sorted by SMILES length, high to low.
(12) COc1ccccc1-c1nc(S(=O)(=O)c2ccc(Cl)cc2)c(N2CCCCCC2)o1
(11) Cc1ccc(NC(=O)CSc2nnc(CNC(=O)c3ccco3)n2C)cc1
(15) Cc1sc(NC(=O)c2ccccc2)c(C(=O)NCCN(C)C)c1C
(14) CC(Cc1cccs1)NC(=O)Nc1ccc(Cl)cc1 (stereo not given)
Assay by compound,12,11,15,14
Pol beta inh,?,/,27%,8%
Pol eta inh,/,-17%,0%,-21%
Pol kappa inh,-7%,-3%,-14%,?
BLM inh,-8%,/,-6%,-4%
RXFP1 antag,-2,-5,1,-2
Anesthetic bind,139%[activator],/,-8%,-16%
Tb PGK inh,/,-4%,-1%,-10%
POLI inh,8%,20%,-1%,58%[activator]
APEX1 inh,/,43%[activator],-1%,-1%

Next structures follow.
(17) Oc1ccccc1-c1nc(NCc2ccccc2)c2ccccc2n1
(18) O=C(CN1C(=O)c2ccccc2C1=O)NCc1ccc(C(=O)O)cc1
(19) CCCSc1nnc2n(Cc3ccccc3)c(=O)c3c4c(sc3n12)CCC4
(20) CCN1CCCC1CNC(=O)c1c(O)c2c([nH]c1=O)CCCC2 (stereo not given)
(21) Cc1ccc(-c2nnc(CSc3nnc4c5c(C)c(C)sc5nc(C(C)C)n34)o2)cc1
(22) O=C(NC(Cc1ccccc1)C(=O)O)/C(=C\c1cccc([N+](=O)[O-])c1)NC(=O)c1ccco1 (stereo not given)
(23) CCN(CC)C(=O)c1oc2ccc(S(=O)(=O)N3CC(C)CC(C)C3)cc2c1C (stereo not given)
(24) O=P(O)(O)c1ccccc1OCc1ccccc1
Assay by compound,17,18,19,20,21,22,23,24
Pol beta inh,1%,51%,20%,4%,5%,-1%,5%,16%
Pol eta inh,3%,-1%,/,4%,/,-6%,-20%,1%
Pol kappa inh,-10%,-3%,/,1%,/,-1%,10%,-14%
BLM inh,-7%,1%,0%,4%,0%,-1%,-7%,2%
RXFP1 antag,17,-6,/,-1,/,-2,11,-9
Anesthetic bind,5%,41%[activator],-11%,-12%,-14%,-2%,-21%,-8%
Tb PGK inh,8%,7%,/,-5%,/,-6%,-5%,-2%
POLI inh,-8%,14%,/,-10%,/,4%,41%[activator],-3%
APEX1 inh,-16%,-10%,-4%,0%,-1%,38%,23%,-4%

(25) CC(C)CCOC(=O)C1C2C=CC3(CN(Cc4cccs4)C(=O)C13)O2 (stereo not given)
(26) N#Cc1cccc(NC(=O)CN2C(=O)NC(Cc3ccccc3)C2=O)c1 (stereo not given)
(27) COc1cccc(NC(=O)CN2C(=O)c3cccc4cccc2c34)c1
(28) CC1(C)CC(=O)C(C=NCCN2CCN(C(=S)Nc3ccc(F)cc3)CC2)=C(O)C1
(29) Cc1cc(C(=O)Nc2ccc(C(=O)O)cc2)c(C)o1
(30) CCOC(=O)[C@@H]1[C@H]2COc3ccc(Br)cc3[C@H]2N2C(=O)N(c3ccc(C(F)(F)F)cc3)C(=O)[C@]12C
(31) COc1ccc(S(=O)(=O)ON=C2CC(C)(C)N(C(C)=O)C(C)(C)C2)cc1
(32) CCn1c(=O)n(CC)c2cc(S(=O)(=O)N3CCc4ccccc43)ccc21
Assay by compound,25,26,27,28,29,30,31,32
Pol beta inh,3%,-14%,?,-1%,0%,/,31%,21%
Pol eta inh,-13%,-4%,-8%,-4%,-7%,-18%,-7%,5%
Pol kappa inh,13%,11%,-9%,-1%,-11%,-13%,-10%,-2%
BLM inh,-1%,-6%,-5%,-2%,-1%,/,1%,-4%
RXFP1 antag,-12,2,-1,-9,8,/,6,-7
Anesthetic bind,-11%,-11%,120%[activator],-9%,1%,/,-3%,3%
Tb PGK inh,i,-6%,i,-12%,i,i,8%,-9%
POLI inh,21%,-12%,-16%,-12%[58.9 µM],7%,19%,-7%,?
APEX1 inh,-2%,-1%,/,10%,52%,-15%,-18%,-2%

(33) CC(=O)Nc1cc2cc(NS(=O)(=O)c3ccc(Cl)cc3)ccc2oc1=O
(34) COc1ccc(CCCc2nnc(SCc3nc4ccccc4c(=O)[nH]3)n2C)cc1C
(35) Cc1nnc(NC(=O)CCC(=O)NCc2cccs2)s1
(36) O=C(CSc1nnc(-c2ccco2)n1Cc1ccccc1)OC1CCCCC1
(37) COc1nc(N/N=C/c2cc3c(cc2Br)OCO3)nc(N2CCOCC2)n1
(38) CC(C)NC(=O)CSc1nc2ccccc2n1-c1ccccc1
(39) COC(=O)Cc1ccc(NC(=S)NCCCN2CCOCC2)cc1
(40) Cc1cccc(C(=O)O/N=C(\N)c2ccc(Br)cc2)c1
(41) O=C(NCCN1CCCC1)C1CCN(S(=O)(=O)N2CCC3(CC2)OCCO3)CC1
(42) O=C(CN1CCCC1)N1CCCc2c1c(=O)oc1ccc(OCc3ccccc3)cc21
(43) COc1ccc(-c2cc(C(F)F)n3ncc(C(=O)N4CCCCC4)c3n2)cc1
Assay by compound,33,34,35,36,37,38,39,40,41,42,43
Pol beta inh,-8%,4%,-1%,-3%,2%,9%,74%,21%,0%,12%,1%
Pol eta inh,0%,-4%,3%,?,-2%,-9%,-8%,-19%,12%,-16%,-3%
Pol kappa inh,13%,-7%,-3%,-4%,-26%,-4%,1%,-13%,-2%,-2%,-4%
BLM inh,-6%,3%,-4%,-3%,-9%,0%,-4%,-2%,-1%,-11%,-4%
RXFP1 antag,-1,-14,-1,-5,1,-9,-9,-9,11,-7,3
Anesthetic bind,-3%,-11%,-3%,?,-8%,-9%,-5%,-3%,-16%,-16%,48%[activator]
Tb PGK inh,-3%,-2%,-9%,-8%,-3%,i,0%,0%,/,-1%,-5%
POLI inh,29%,8%,-5%,7%,8%,-3%,73%[activator],-3%,?,1%,16%
APEX1 inh,5%,-3%,1%,-10%,5%,2%,-10%,10%,3%,-1%,-3%
